HCMV antiviral: inhibitors of human cytomegalovirus; 410,000 tested, 4.5% active; activity change, negative = inhibition, % at 57.5 µM; HFF cells, HCMV-luciferase reporter, 72 h; hits give low values; in the data active = activity change below about -60%; inconclusive = no clear call, values can overlap the other calls; inactive = above about -39%
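Screen run at 2 compound doses on HFFs infected with reporter HCMV, MOI 1 PFU/cell. Luciferase activity from cell lysates at 72 h post infection gave inhibition relative to buffer-only and Salinomycin wells.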
AMA1-RON2 inh: AMA1-RON2 (P. falciparum) interaction inhibition; Potency, µM (series often up to 58.2 µM), without a hit: at the top dose activity change, negative = inhibition, hits mostly inhibitors; 360,000 tested, 0.2% active; AlphaScreen AMA1-biotinylated RON2 peptide binding; AID 720542;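 also: potency is read from the fitted curve at half-maximal effect; 0% = vehicle wells and -100% = peptide control; nearly all actives have a fitted effect of over 45% in size; some results filed as inactive show a strong effect at the top dose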
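AMA1 (3D7) with his tag at 25 nM final met compounds first, then biotinylated RON2 peptide at 25 nM; detection used donor plus acceptor beads, 10 µg/mL apiece, read by AlphaScreen after 30 min at room temperature.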
AmpC inh no detg: inhibitors of E. coli AmpC beta-lactamase without detergent; P00811; AmpC nitrocefin hydrolysis, absorbance 480 nm, 0.0001% Triton; Potency, µM (titrated, usually from 57.1 µM), inactives show at the highest dose activity change, negative = inhibition, most hits filed as inhibitors; 330,000 tested, 0.52% active; AID 485341;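 also: potency is read from the fitted curve at half-maximal effect; plate controls were no compound for no effect and no enzyme for full effect; nearly all actives have a fitted effect of over 20% in size; some results filed as inactive show a strong effect at the top dose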
Target sequence (P00811 whole entry, looked up): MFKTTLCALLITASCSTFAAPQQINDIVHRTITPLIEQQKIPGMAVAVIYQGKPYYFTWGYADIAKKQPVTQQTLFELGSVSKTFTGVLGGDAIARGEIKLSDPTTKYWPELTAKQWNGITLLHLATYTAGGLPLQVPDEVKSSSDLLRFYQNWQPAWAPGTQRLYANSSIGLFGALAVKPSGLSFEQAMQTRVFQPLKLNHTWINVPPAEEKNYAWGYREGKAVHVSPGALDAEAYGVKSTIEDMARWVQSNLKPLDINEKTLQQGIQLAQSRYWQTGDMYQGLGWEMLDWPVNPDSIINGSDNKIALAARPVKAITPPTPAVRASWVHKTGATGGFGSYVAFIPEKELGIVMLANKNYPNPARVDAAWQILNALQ
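AmpC (5.3 nM in the dispensed reagent) in 20 mM phosphate pH 7.0 with 0.01% (detergent screen) or 0.0001% Triton X-100 was preincubated with compounds for 15 min at room temperature. Nitrocefin was then added from an 800 uM solution, and hydrolysis was followed at 480 nm.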
Sm TGR block: blocks Schistosoma mansoni thioredoxin glutathione reductase | AID 485364 | Potency, µM (highest dose often 114 µM), inactives show top-dose activity change, negative = inhibition, actives largely listed as inhibitors | Q962Y6 | 360,000 tested, 3% active | purified TGR, DTNB reduction, TNB absorbance 405 nm; also: potency is read from the fitted curve at half-maximal effect; nearly all actives have a fitted effect of over 60% in size
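TGR 20 nM + NADPH 100 uM (dispensed conc.), cpd preinc 15 min RT; start with NADPH (500 uM addition) then DTNB (15 mM addition). Kinetic TNB absorbance, 405 nm filter. Four-parameter Hill fit across titration.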
Tb PYK inh: T. brucei pyruvate kinase inhibition; Q57TT1; TbPYK enzyme, Kinase-Glo Plus ATP luminescence, 45 min; Potency, µM (doses to about 76.8 µM), for the others: at the top dose activity, negative = inhibition, hits mostly inhibitors; 410,000 tested, 0.12% active; AID 624173; also: potency is read from the fitted curve at half-maximal effect; nearly all actives have a fitted effect of over 50% in size
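Luminescence from Kinase-Glo Plus, added after a 45-minute room-temperature reaction, served as the end-point read-out. The enzyme and substrate were preincubated with compound before ADP (130 uM final) initiated turnover. Concentration-effect curves came from normalized qHTS data.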
AmpC inh detg: inhibitors of E. coli AmpC beta-lactamase with detergent; AmpC hydrolysis of nitrocefin, absorbance 480 nm, 0.01% Triton; Potency, µM (titrated, usually from 114 µM), for the others: at the top dose activity change, negative = inhibition, hits mostly inhibitors; 370,000 tested, 0.041% active;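 also: potency is read from the fitted curve at half-maximal effect; 0% = no-compound wells and -100% = no-enzyme wells; nearly all actives have a fitted effect of over 25% in size; some results filed as inactive show a strong effect at the top dose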
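20 mM phosphate pH 7.0 + 0.01% (detergent screen) or 0.0001% Triton X-100; 5.3 nM AmpC reagent; cpd preinc 15 min RT; nitrocefin (800 uM stock) to start; A480 q20 s × 4 min; Activity was normalised to no-enzyme and no-compound control wells.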
LmPK inh: LmPK (Leishmania mexicana) enzyme inhibition; Potency, µM (series often up to 57.5 µM), inactives show top-dose activity change, negative = inhibition, most hits filed as inhibitors; purified LmPK, Kinase-Glo ATP luminescence, 1 h; Q27686; 290,000 tested, 0.37% active; also: potency is read from the fitted curve at half-maximal effect
Target sequence (Q27686 whole entry, looked up): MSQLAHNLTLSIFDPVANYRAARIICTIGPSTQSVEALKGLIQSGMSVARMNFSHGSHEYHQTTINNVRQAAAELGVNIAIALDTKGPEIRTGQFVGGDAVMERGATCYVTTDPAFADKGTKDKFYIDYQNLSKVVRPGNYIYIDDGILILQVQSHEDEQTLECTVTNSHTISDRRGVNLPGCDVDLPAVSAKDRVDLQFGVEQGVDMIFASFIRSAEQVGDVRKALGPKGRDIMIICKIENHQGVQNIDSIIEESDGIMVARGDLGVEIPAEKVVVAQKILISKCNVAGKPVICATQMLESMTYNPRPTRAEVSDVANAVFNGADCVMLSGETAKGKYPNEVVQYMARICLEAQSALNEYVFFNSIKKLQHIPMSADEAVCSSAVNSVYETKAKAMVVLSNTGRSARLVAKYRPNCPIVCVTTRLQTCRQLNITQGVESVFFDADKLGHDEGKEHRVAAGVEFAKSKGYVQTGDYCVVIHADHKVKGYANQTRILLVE
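ATP generated from ADP (0.1 mM) and PEP (0.5 mM) by 0.1 nM LmPK over 1 h at room temperature (pH 7.2 imidazole buffer) was detected by coupled luciferase luminescence. Values were normalized to uninhibited and no-enzyme wells.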
* hit, by the source's call; ? = inconclusive; · = not tested or not shown; & = joins results of further samples; [ ] = dose if it differs, or a comment. Unless noted, calls follow the shape of the dose curve; as a rule, active = well fitted curve in the direction sought with a large enough effect; inconclusive = small, poorly fitted or top-dose-only effect, or another doubt; inactive = no such curve, though single readings can be large; an effect the other way counts as inactive or inconclusive. Unless noted, % is scaled to controls: 0 for no effect and ±100 for the full control effect.

SMILES	HCMV antiviral	AMA1-RON2 inh	AmpC inh no detg	Sm TGR block	Tb PYK inh	AmpC inh detg	LmPK inh
CC(=O)N1CCCc2cc(S(=O)(=O)N3CCCC(C(=O)NCc4ccccc4)C3)ccc21 (stereo not given)	0&-12	0%	85%[activator]	-3%&12%	9%&-2%	5%&2%	3%
O=c1oc2ccccc2c(O)c1[C@H]1c2ccc(O)cc2Oc2c1c(=O)oc1ccccc21	-93*	-3%	-45%	-25%	0%	2%	5%
O=C(OCc1ccccc1Cl)c1ccc(-c2nnn(Cc3ccccc3)n2)cc1	-13	·	·	1%	1%	-3%	·
COC(=O)C1=C(C(=O)OC)[C@@H]2N(C)c3ccccc3[C@@]23C[C@@H](C(=O)OC)N(C(=O)CC(C)C)C3=N1	19	-24%	176%[activator]	7%	0%	3%	-1%[11.5 µM]
CCOC(=O)c1[nH]c2ccccc2c1NC(=O)c1ccc(OCC)cc1	38	·	·	8%	1%	9%	·
N#Cc1nc(COc2ccc(Cl)cc2)oc1NCc1ccc2c(c1)OCO2	3	-43%	-9%	4%	2%	-15%	-6%
COc1ccccc1CNC(=O)[C@H](C)NC(=O)C1CCN(C(=O)[C@H](CCSC)NC(=O)OC(C)(C)C)CC1	-4	10%	236%[activator]	0%	4%	?	-12%
CCC(=O)N1CCN(c2ccccc2NC(=O)COc2ccc(C(C)C)cc2)CC1	?	8%	132%[activator]	0%	-8%	6%	1%
Cc1ccc(NC(=O)C2CCN(c3nc(C)cc(C)n3)CC2)cc1	-23	26%	-5%	·	3%	5%	2%
COc1ccc(OC)c(CCNC(=O)Cn2cccc2C(=O)c2ccccc2)c1	32	3%	-4%	-12%	0%	?	-2%
CC1=C(C(N)=O)C(c2ccco2)C(C(N)=O)=C(C)N1	32	33%[activator]	-18%	?	2%	0%	7%
Cc1cc(C)c2c(n1)sc1c(=O)n(-c3ccccc3)c(=O)[nH]c12	-11	-4%	-23%	1%	-3%	-9%	4%
Cc1ccccc1-n1ncc2c1CC(C)(C)CC2NC(=O)c1cn[nH]c1C (stereo not given)	15	-11%	44%	8%	-4%	2%	5%
Oc1ccccc1N=Cc1c(O)ccc2oc3c(c12)CCCC3	?	72%[activator]	-35%	?	-4%	6%	4%
O=C(NC1CCN(C(=O)C2CCCCC2)CC1)c1ccccc1	32	-6%	-1%	12%	-10%	-10%	-8%
Cc1ccc(-n2c(C)c([N+](=O)[O-])c3ccc(O)cc32)cc1	?	·	1%	8.9µM*	·	2%	4%
COc1nc(N(c2ccccc2)c2ccccc2)nc(-n2ccnc2)n1	15	-22%	65%[activator]	6%	-1%	-14%	2%
C=CCn1c(SCC2=C(C(=O)OCC)C(C)NC(=O)N2)nnc1C1CCCCC1 (stereo not given)	-12	31%[activator]	4%	1%	-4%	1%	-1%
Cc1nc2cccnc2n1C1CCN(S(=O)(=O)N(C)C)CC1	-8	·	·	2%	-4%	3%	·
COc1ccc(NC(=O)N2C[C@@H]3C[C@@H](C2)c2cccc(=O)n2C3)cc1	9	-1%	-4%	-12%	-7%	?	-6%
COc1cccc(N2CCN(CC(=O)N3CCN(S(=O)(=O)c4ccc(Cl)cc4)CC3)CC2)c1	-27	-23%	325%[activator]	5%	0%	3%	·
COc1ccccc1N1CCN(S(=O)(=O)c2cc(C)sc2C)CC1	4	-3%	4%	12%	-10%	?	0%
CCOC(=O)c1nnc2cc(-c3ccccc3)nn2c1C	-23	0%	37%	-1%[11.4 µM]	-3%	?	3%
CCc1nc2ccc(C(=O)Nc3cc(-c4ccccc4)ccc3OC)cn2c1N(CC)CCN(C)C	-17	-19%	·	·	0%	·	·
CC(C)c1ccc(N(CC(=O)NC2CCCC2)C(=O)CCC(=O)Nc2nccs2)cc1	-23	-14%	-7%	-6%	0%	-4%	9%
CCOC(=O)N1CCN(S(=O)(=O)c2cc(Br)cc3c2N(C(C)=O)C(C)C3)CC1 (stereo not given)	7	-16%	101%[activator]	-2%	9%	2%	0%
Cc1ccccc1-c1nc(CS(=O)(=O)CC(=O)NCCCN2CCOCC2)c(C)o1	1	-2%	66%[activator]	?	-1%	-1%	1%
COc1ccccc1-n1c(SCC(=O)NC(C)(C)C)nc(O)cc1=O	-37	1%	-16%	-3%	-1%	-10%	1%
Cc1ccc(-n2nc3c(=O)n(CCCC(=O)NCc4cccc(Cl)c4)nc(C)c3c2C)cc1	28	11%	119%[activator]	5%	1%	0%	1%
O=C(NCCNc1ccc(Cl)cc1[N+](=O)[O-])c1cccnc1	-29	?	-18%	-1%	-1%	-11%	3%
CCc1nn2c(=O)cc(COC(=O)c3ccccc3NC(=O)COc3ccc(F)cc3)nc2s1	?	·	·	5%	-2%	12%	·
Cc1c(NC(=S)NC(=O)c2cccc3ccccc23)cccc1C(=O)O	-12	9%	-25%	?	-10%	-14%	1%
CCC(c1nnnn1-c1ccc2c(c1)OCCO2)N1CCN(c2ccc(C)cc2)CC1 (stereo not given)	-15	?	·	·	2%	·	·
O=C(CN(Cc1ccco1)C(=O)CNS(=O)(=O)c1ccccc1)NCc1ccccc1	14	-2%	-10%	-25%	-4%	-14%	2%
COc1cccc2oc3ccc(C#Cc4ccccn4)cc3c(=O)c12	84	-1%	29%	0%	-13%	1%	-11%
O=C(NCc1ccc2c(c1)OCO2)c1nc(Cn2cc([N+](=O)[O-])cn2)no1	-14	-5%	-8%	-10%	0%	-6%	6%
COc1cccc([C@@H]2Nc3ccc(C(=O)O)cc3[C@@H]3C=CC[C@@H]32)c1OC	41	·	·	-20%	?	5%	·
COC(=O)c1ccc(CNC(=O)COC(=O)c2ccc(N(C)C)cc2)cc1	-66*	16%	-2%	19%	-3%	-1%	4%
C/C(=C\c1ccc(N(C)C)cc1)[N+](=O)[O-]	-102*	-18%	-9%	0%	-8%	1%	-8%
O=C(C1CCN(c2ncnc3c2nc2n3CCCCC2)CC1)N1CCN(c2cccc(Cl)c2)CC1	-91*	-4%	157%[activator]	-13%&-3%	-3%&-9%	-8%&-4%	1%
COc1ccc(CN2C(=O)c3cccnc3C2=O)cc1S(=O)(=O)N1CCCCC1C (stereo not given)	-21	52%[activator]	40%	-7%	3%	-3%	2%
CS(=O)(=O)/C(C#N)=C\c1cnc(S(=O)(=O)c2ccccc2)s1	·	·	-50%	?	·	-9%	0%
COCCNC(=O)c1cc2cc(Cl)cc(Cl)c2oc1=O	-30	16%	-17%	·	-12%	?	-1%
O=S(=O)(NC1CCN(Cc2ccccc2)CC1)c1cccc(S(=O)(=O)N2CCOCC2)c1	6	-2%	55%	-16%	3%	-4%	-2%
COc1cccc(C=Nc2ccc(N3CCOCC3)cc2)c1O	-10	-11%	-10%	-1%	-7%	-11%	?
Cc1ccc2oc(/N=C(\N)NC(=O)C(C)(C)C)nc2c1	-90*	56%[activator]	-14%	11%	-2%	7%	-3%
O=C(NCc1cccnc1)c1cccc2c1C(=O)N(C1CCCCC1)C2	-17	1%	-2%	-19%	1%	-14%	2%
CCCN(Cc1ccc(C)cc1)C(=O)c1ccc(CNS(=O)(=O)c2ccc(C(C)=O)cc2)cc1	20	0%	36%	-3%	3%	3%	·
Cc1cc2cc(CN(CCCO)S(=O)(=O)c3cccc4nsnc34)c(=O)[nH]c2cc1C	48	-5%	82%[activator]	-8%	-2%	-6%	2%
CC(C)N1CCC(N2CCN(C/C=C/c3ccc(F)cc3)CC2CCO)CC1 (stereo not given)	12	9%	-15%	-2%	-2%	3%	-2%
Cc1cc(N2C(=O)C3CC=CCC3C2=O)no1 (stereo not given)	0	4%	-41%	0%	-3%	-2%	0%
CC1=C(C)C(=O)C(CCCCC#CCCCC#CCO)=C(C)C1=O	·	-28%	23%	8.9µM*	-4%&-5%	-11%	4%
Clc1ccc(-c2nc3ccccn3c2Nc2ccc3c(c2)OCCO3)s1	28	·	·	-13%	3%	-4%	·
O=C(COc1ccccc1Cl)OCc1cc(=O)n2nc(C3CCCCC3)sc2n1	20	·	·	-5%	1%	11%	·
CN(CC(=O)NCc1ccccn1)S(=O)(=O)c1ccc(Cl)cc1	-31	0%	-14%	16%[11.4 µM]	7%	-12%	9%
CC1CC(OC(=O)c2ccccc2)(c2ccccc2)C(C)CN1C (stereo not given)	-10	0%	28%	34%	-3%	3%	11%
COc1ccc(/C=N\NC(=O)c2cccc([N+](=O)[O-])c2)cc1Cn1cc([N+](=O)[O-])cn1	-35	·	-29%	-1%	·	-1%	4%
COC/C=C/C1=CC2=CC(=O)C(C)(OC(=O)c3cnc4ccccc4n3)C(=O)C2=CN1C1CCCCC1 (stereo not given)	·	·	58%	?	·	-8%	0%
O=C1COc2ccc(C(=O)COC(=O)c3sc4ccccc4c3Cl)cc2N1	8	-4%	-14%	-3%	-4%	-15%	1%
COc1ccc(CC(=S)N2CCOCC2)cc1OC	33	-3%	-24%	-3%	1%	?	-10%

3 structures out of the list, ordered by heavy-atom count, rising.
SMILES	HCMV antiviral	AMA1-RON2 inh	AmpC inh no detg	Sm TGR block	Tb PYK inh	AmpC inh detg	LmPK inh
CN(CC(=O)NCc1ccccn1)S(=O)(=O)c1ccc(Cl)cc1	-31	0%	-14%	16%[11.4 µM]	7%	-12%	9%
COc1ccccc1N1CCN(S(=O)(=O)c2cc(C)sc2C)CC1	4	-3%	4%	12%	-10%	?	0%
O=c1oc2ccccc2c(O)c1[C@H]1c2ccc(O)cc2Oc2c1c(=O)oc1ccccc21	-93*	-3%	-45%	-25%	0%	2%	5%

The listing picks up, starting two compounds before the break.
SMILES	HCMV antiviral	AMA1-RON2 inh	AmpC inh no detg	Sm TGR block	Tb PYK inh	AmpC inh detg	LmPK inh
O=C1COc2ccc(C(=O)COC(=O)c3sc4ccccc4c3Cl)cc2N1	8	-4%	-14%	-3%	-4%	-15%	1%
COc1ccc(CC(=S)N2CCOCC2)cc1OC	33	-3%	-24%	-3%	1%	?	-10%
COc1ccc(O)c(-c2cc(-c3ccc(F)cc3)n[nH]2)c1	9	38%[activator]	-29%	5%	3%	1%	0%
O=P(c1ccc2c(c1)OCCO2)(N1CCOCC1)N1CCOCC1	20	3%	-28%	-8%	-21%	-2%	-1%
COc1ccc(S(=O)(=O)N(C)C[C@H]2OCCCC[C@H](C)Oc3ccc(N(C)C)cc3C(=O)N([C@H](C)CO)C[C@@H]2C)cc1	-21	-8%	·	·	?	·	·
CCC(=O)N1CCc2cc(S(=O)(=O)NCCC(=O)Nc3cccc(SC)c3)ccc21	-25	·	·	-3%	3%	1%	·
